Gal4-VP16 FLuc – counter-screen for ROR gamma inhibitors: Gal4-VP16 reporter; Drosophila S2 Gal4-VP16 UAS-luciferase, luminescence, 20 h; Potency, µM (doses to about 53.6 µM), for the others: at the highest dose activity, negative = inhibition, most hits filed as inhibitors; hit rate 3.5% among 310,000; AID 2546;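 note: Gal4-VP16 expression switched on by copper sulfate through the metallothionein promoter; % is set by controls: 0 for no effect and ±100 for the full control effect; nearly all actives have a fitted effect of over 50% in size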
ELG1 genotox – induces genotoxicity in HEK293T cells with luciferase-tagged ELG1. HEK293T ELG1-luciferase reporter, luminescence, 16 h. Potency, µM (series often up to 46 µM), for inactives: at the highest dose activity change, positive = activation, most hits filed as activators. hit rate 1.3% among 330,000; note: % of control where 0% means no effect; nearly all actives have a fitted effect of over 60% in size
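Quantitative HTS format in 1536-well plates. HEK293T ELG1-luciferase reporter cells receive test compound and are incubated 16 hr at 37 °C, 5% CO2; ONE-Glo added, 30 min room temperature, then luminescence read.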
RORg inh – blocks mouse ROR gamma transcriptional activity | Drosophila S2 Gal4-RORgamma UAS-luciferase reporter, 20 h | Potency, µM (doses to about 53.6 µM), inactives show at the highest dose activity change, negative = inhibition, actives largely listed as inhibitors | hit rate 5.4% among 310,000 | AID 2551; note: % is set by controls: 0 for no effect and ±100 for the full control effect; nearly all actives have a fitted effect of over 60% in size
Target sequence (P51450 whole entry, looked up, the tested form may be a part): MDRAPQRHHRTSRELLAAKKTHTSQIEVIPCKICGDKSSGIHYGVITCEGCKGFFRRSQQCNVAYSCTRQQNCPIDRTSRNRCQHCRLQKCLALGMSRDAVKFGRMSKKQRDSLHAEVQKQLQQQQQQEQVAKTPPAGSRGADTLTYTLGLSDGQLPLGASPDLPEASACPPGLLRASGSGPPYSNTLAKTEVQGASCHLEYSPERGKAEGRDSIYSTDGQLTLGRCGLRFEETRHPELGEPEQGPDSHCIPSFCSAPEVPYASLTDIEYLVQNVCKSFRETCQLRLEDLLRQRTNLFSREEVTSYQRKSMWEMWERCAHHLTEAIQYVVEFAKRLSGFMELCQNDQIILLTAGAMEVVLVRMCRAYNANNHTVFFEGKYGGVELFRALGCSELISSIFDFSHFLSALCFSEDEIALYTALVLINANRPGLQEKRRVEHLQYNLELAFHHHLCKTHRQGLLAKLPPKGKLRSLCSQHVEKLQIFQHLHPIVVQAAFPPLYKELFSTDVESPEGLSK
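ROR gamma transcriptional activity was tracked as Gal4-UAS luciferase output in stably transfected Drosophila Schneider cells, with compound added 1 hr before 700 uM copper sulfate induction and a 20 hr ambient-temperature incubation.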
uPA surface inh – cell surface uPA generation inhibition | cell surface uPA generation assay, qHTS | Potency, µM (doses to about 38.3 µM), inactives show top-dose activity change, negative = inhibition, actives largely listed as inhibitors | hit rate 0.31% among 330,000 | AID 540303; active = well fitted inhibition curve with a large enough effect; inconclusive = small, poorly fitted or top-dose-only effect; inactive = no such curve, though single readings can be large or run the other way; tested in mouse RAW 264.7 cells; note: % is set by controls: 0 for no effect and ±100 for the full control effect; nearly all actives have a fitted effect of over 55% in size
BRCA1 expr act – increases BRCA1 expression | MCF7-BRCA1-FFLuc reporter, luminescence, 48 h; response scale: scaled: vehicle 0%, 10 µM genistein 100% | Potency, µM (titrated, usually from 46.1 µM), inactives show at the highest dose activation, hits mostly activators | hit rate 1.1% among 380,000 | AID 624202; note: nearly all actives have a fitted effect of over 80% in size; some results filed as inactive show a strong effect at the top dose
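Compounds are tested at multiple concentrations on MCF7 BRCA1-luciferase reporter cells seeded at 2000 per well; after 48 h, a single luminescence end-point is taken and curves fitted to the normalized data.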
NPC1 promoter act – activates the NPC1 promoter; Huh7 NPC1 promoter luciferase reporter, 24 h; Potency, µM (doses to about 9.22 µM), for inactives: at the highest dose activation, hits mostly activators; hit rate 2.4% among 320,000;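 note: % of control where 0% means no effect; nearly all actives have a fitted effect of over 60% in size; reporter is driven by a mutant NPC1 promoter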
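Cells: Huh7 expressing luciferase under the NPC1 promoter, 1500/well. Seeded 2 h, compound added, incubated 24 h at 37 °C. Luciferase reagent, 10 min ambient, then luminescence.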
p53 reactivation – re-activators of mutant p53; AID 504706; hit rate 0.063% among 320,000; Potency, µM (series often up to 92.2 µM), for the others: at the highest dose activity change, positive = activation, hits mostly activators; H1299 p53-A138V BP100-luciferase reporter, luminescence, 24 h; note: % of control where 0% means no effect; nearly all actives have a fitted effect of over 45% in size
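H1299 (p53-null), stable ts p53-A138V + BP100-Luc; 1000 cells/well, Opti-MEM/10% FBS; cpd 4 pt, 1:5; 24 h, 37 deg C, 5% CO2; detection reagent 10 min RT; luminescence.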
MBNL1 CUG block – blocks human MBNL1 binding to CUG repeat RNA. Q9NR56. TR-FRET MBNL1-His/biotin-(CUG)12 binding, 665/545 ratio. Potency, µM (series often up to 57.5 µM), for the others: at the highest dose activity change, negative = inhibition, usual class: inhibitors. hit rate 0.036% among 280,000; active = well fitted inhibition curve with a large enough effect in the signal ratio, with a control signal flat, not every such curve was filed as active; inconclusive = small, poorly fitted or top-dose-only effect, or effect the other way, or a change in a side signal; inactive = no such curve, though single readings can be large or run the other way; the % refers to the signal ratio; note: % is set by controls: 0 for no effect and ±100 for the full control effect
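TR-FRET between His-tagged MBNL1 and biotin-(CUG)12 RNA, detected with Tb anti-His antibody (0.055 ng/ul) and streptavidin-XL665 (5 nM), 60 min at room temperature. Compounds titrated 92 nM to 58 uM; 665/545 nm ratio normalized to buffer and complex controls.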
Rab9 prom act – activates the Rab9 promoter. Huh7 Rab9 promoter-luciferase reporter, luminescence, 24 h. Potency, µM (series often up to 9.22 µM), for the others: top-dose activation, negative = inhibition, usual class: activators. hit rate 2.8% among 320,000. AID 485297; note: % of control where 0% means no effect; nearly all actives have a fitted effect of over 60% in size
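Luciferase signal after 10 min detection reagent at ambient indicates Rab9 promoter upregulation; stably transfected Huh7 cells were treated 24 h with compound in DMSO at 37 °C, 5% CO2.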
FLuc modulator – counter-screen for miR-21 project: firefly luciferase inhibitors or activators. hit rate 6.9% among 360,000. purified FLuc, Km substrates, luminescence inhibition. Potency, µM (titrated, usually from 57.5 µM), inactives show at the highest dose activity change, negative = inhibition, hits mostly inhibitors. AID 588342. P08659;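 note: plate controls were vehicle for no effect and reference inhibitor for full effect; nearly all actives have a fitted effect of over 55% in size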
Target sequence (P08659 whole entry, looked up): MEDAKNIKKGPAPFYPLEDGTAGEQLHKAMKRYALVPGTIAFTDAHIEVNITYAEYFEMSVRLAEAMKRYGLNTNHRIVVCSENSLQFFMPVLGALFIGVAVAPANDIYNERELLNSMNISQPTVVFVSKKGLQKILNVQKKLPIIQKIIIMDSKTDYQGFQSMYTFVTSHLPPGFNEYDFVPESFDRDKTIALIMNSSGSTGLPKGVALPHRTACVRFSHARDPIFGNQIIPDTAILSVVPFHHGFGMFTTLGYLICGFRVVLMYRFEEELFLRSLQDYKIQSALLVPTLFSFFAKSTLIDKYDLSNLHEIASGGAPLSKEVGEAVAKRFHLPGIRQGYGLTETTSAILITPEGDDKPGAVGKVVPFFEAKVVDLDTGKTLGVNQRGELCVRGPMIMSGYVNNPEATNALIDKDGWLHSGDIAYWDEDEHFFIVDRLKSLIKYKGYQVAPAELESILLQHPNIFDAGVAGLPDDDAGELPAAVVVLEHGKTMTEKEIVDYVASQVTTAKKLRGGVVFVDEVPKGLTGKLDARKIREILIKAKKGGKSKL
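Purified P. pyralis luciferase, 10 nM final, with Km-level 10 uM D-luciferin and 10 uM ATP in 50 mM Tris acetate pH 7.5, 10 mM Mg acetate, 0.01% Tween-20, 0.05% BSA; 6-point qHTS titration about 60 µM downward; luminescence read.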
Starred values were filed as active, the others as inactive; ? = inconclusive; . = no result given; [ ] = dose if it differs, or a comment. Unless noted, calls come from the whole dose curve; as a rule, active = well fitted curve in the direction sought with a large enough effect; inconclusive = small, poorly fitted or top-dose-only effect, or another doubt; inactive = no such curve, though single readings can be large; an effect the other way counts as inactive or inconclusive. Potency is the fitted concentration of half-maximal effect.

SMILES | Gal4-VP16 FLuc | ELG1 genotox | RORg inh | uPA surface inh | BRCA1 expr act | NPC1 promoter act | p53 reactivation | MBNL1 CUG block | Rab9 prom act | FLuc modulator
COc1cc(/C=N/NC(=O)c2cc(C)oc2C)ccc1OCc1ccccc1 | -6% | -1% | ? | -8% | 8% | 1% | 21% | -5% | -3% | ?
CN(CC(=O)Nc1ccccc1Br)C(=O)CN1CCN(Cc2cccc(Cl)c2)CC1 | . | -8% | . | -10% | -60% | . | 4% | . | . | .
CCOc1cc(C(=O)OCc2ccc(C(=O)OC)o2)cc(Br)c1OC | -3% | -1% | 11% | 8% | -5% | -3% | -11% | 0% | 5% | 2%
CCCC(c1nnnn1Cc1ccco1)N1CCN(C(=O)c2ccco2)CC1 (stereo not drawn) | -25% | 4% | -6% | 7% | -6% | -2% | 3% | -5% | 4% | 3%
CCNC(=S)NS(=O)(=O)c1ccc(C)cc1 | ? | 3% | ? | 6% | -5% | -3% | 3% | -4% | 2% | 2%
CN(C)C(=O)COc1ccc2c3c(c(=O)oc2c1)CCCC3 | -7% | 5% | -9% | 1% | 2% | 9% | 13% | 7% | 3% | -14%
C=CCO/N=C/C1=C(O)C(C(=O)OC)C(C)(C)CC1=O (stereo not drawn) | -1% | 4% | -27% | 2% | 6% | -4% | 5% | -2% | 10% | 6%
Cc1ccc(CS(=O)(=O)c2ccc(C(=O)N3CCN(c4ccccn4)CC3)cc2[N+](=O)[O-])cc1 | ? | -14% | -9% | -16% | -83%[inhibitor] | -9% | -8% | ? | -16% | 2%
Cc1cc(C(=O)N/N=C/c2cc(Br)cc(Br)c2OC(=O)c2ccccc2)n[nH]1 | -102% | ? | -28%[10 µM] | . | . | -20% | 12% | . | -30%[inhibitor] | -1%
COc1cc(C(=O)OCC(=O)Nc2ccc(F)cc2F)cc(OC)c1OC | 3% | 0% | 12% | 3% | -6%[1.84 µM] | -1% | -3% | 17% | 0% | -1%
CCOC(=O)C1CCN(CC(C)(C)NS(=O)(=O)c2ccc(Cl)cc2)CC1 | 10% | -8% | -5% | -13% | -17% | -3% | 2% | -5% | -5% | 1%
O=C(CNCCO)NC12CC3CC(CC(C3)C1)C2 | -1% | 5% | -1% | 1% | 4% | -2% | 3% | 10% | 2% | 3%
COc1ccc(S(=O)(=O)NCc2ccccn2)cc1OC | 9% | 0% | 4% | -10% | 0% | -3% | 0% | -11% | 1% | 1%
COc1cc2c(C(F)(F)F)c(-c3ccc(C#N)cc3)oc(=O)c2cc1OC | . | 3% | . | -5% | -4% | . | 0% | . | . | .
COc1cccc(NS(=O)(=O)c2ccc3[nH]cc(C(=O)NC4CC4)c(=O)c3c2)c1 | -2% | -8% | 5% | 8% | -40% | -1% | -19% | 8% | -5% | 1%
O=C(CN1CCOCC1)n1c2ccccc2c2ccccc21 | 0% | -4% | -27% | 9% | 21% | 3% | -1% | 6% | -1% | -2%
COc1ccc(S(=O)(=O)N2CCC(N3CCN(c4ccccc4OC)CC3)CC2)cc1 | -1% | -2% | 28% | -5% | -1% | -2% | -2% | -11% | -4% | 1%
CC(C)c1ccc(C(=O)NCCCN2CCOCC2)cc1 | 0% | ? | 26% | -4% | 0% | 19% | 21% | -5% | 15% | -14%
O=C(c1ccc(Cl)cc1Cl)N1CCN(c2ccc(N3CCOCC3)nn2)CC1 | . | -1% | . | -1% | -21% | -16% | -8% | . | -9% | 5%
COCCCNC(=O)C1CC(=O)N(C2CCCC2)C1 (stereo not drawn) | -7% | 0% | -11% | 5% | 9% | 1% | -3% | 8% | -1% | 2%
CCOC(=O)C1=CN2CCC[C@H]2CC1=O | . | 2% | . | 9% | -9% | . | -4% | . | . | .
CC[C@H]1OC(=O)[C@H](C)[C@@H](O[C@H]2C[C@@](C)(OC)[C@@H](O)[C@H](C)O2)[C@H](C)[C@@H](O[C@@H]2O[C@H](C)C[C@H](N(C)C)[C@H]2O)[C@](C)(O)C[C@@H](C)[C@@H]2N[C@@H](COCCOC)O[C@H]([C@H]2C)[C@]1(C)O | -1% | 11% | 26% | 11% | 7% | -1% | -1% | 6% | -2% | 3%
Cc1nc(-c2ccccc2)cs1 | 3% | 0% | 10% | . | 1% | -4% | 0% | -13% | 0% | -14%
Cn1c(=O)c2c(nc(NCCNC(=O)c3ccco3)n2Cc2ccccc2F)n(C)c1=O | ? | -6% | 17% | 1% | 0% | -4% | -2% | 0% | -3% | 0%
CCc1cc2cc(C)ccc2nc1SCC(=O)N1CC(=O)Nc2ccccc21 | -14% | -3% | 82% | 9% | -53% | -3% | -2% | -5% | -4% | -1%
CCn1c(SCC(=O)NCCc2ccc(F)cc2)nnc1-c1cccs1 | 11% | 3% | 5% | -5% | -2% | 2% | -6% | -3% | -6% | 0%
O=C(Nc1cc(S(=O)(=O)N2CCOCC2)ccc1N1CCOCC1)c1cc(=O)[nH]c2ccccc12 | 6% | -11% | 1% | -2% | -10% | -3% | -4% | -3% | -4% | -3%
O=C1COc2ccc(C(=O)COC(=O)CNC(=O)c3ccco3)cc2N1 | 1% | 0% | 3% | -15% | 2% | 0% | 5% | 4% | -3% | -5%
O=C(NCc1nc2ccccc2[nH]1)C1=C[C@H](c2ccc(Br)cc2)C[C@H](OCc2ccc(CO)cc2)O1 | 5% | -7% | 11% | -10% | -64% | 2% | -1% | 7% | 8% | -4%
O=C(NCCc1ccc2c(c1)OCO2)C1CCN(S(=O)(=O)c2ccc(Cl)cc2)CC1 | 3% | -7% | ? | 4% | -22% | 0% | ? | 2% | 7% | 1%
COc1ccc(/C=N/NC(=O)Cn2cc(C(F)(F)F)ccc2=O)cc1 | ? | -3% | -22% | 0% | 1% | -4% | -2% | 29% | 1% | -3%
O=C(Nc1cccc(-c2cn3cccnc3n2)c1)Nc1ccccc1F | -15% | -12% | 1% | 5% | 25% | -4% | -2% | 24% | ? | 13µM*
O=c1oc2cc(OCCO)ccc2c2c1CCCC2 | . | 6% | . | 5% | 33% | -4% | . | 11% | -1% | -15%
CN(C)c1ccc(N=Nc2ccc(S(N)(=O)=O)cc2)cc1 | -30% | 21µM* | -38% | -4% | 2µM* | 1µM* | ? | ? | 2.8µM* | 2.7µM*
Oc1cc(NCCN2CCOCC2)cc2cccnc12 | . | -12% | . | -17% | -68% | -31%[inhibitor] | -11% | . | -32%[inhibitor] | -11%
CCCCC(OC(=O)c1ccco1)C(=O)NCc1ccc(C)cc1 (stereo not drawn) | 3% | -1% | 14% | 1% | 19% | -2% | -1% | -6% | -3% | -1%
Cc1ccc(NC(=O)/C(=C\c2ccccc2)NC(=O)c2ccco2)cc1 | 0% | 0% | 0% | 11% | -6% | 2% | -3% | -1% | -2% | -7%
COc1ccccc1N1CCN(C(=O)c2onc(C)c2Cl)CC1 | 5% | 10% | -18% | ? | -27% | -9% | 15% | -11% | 7% | -1%
CC1(C)CC(=O)C2=C(C1)N(c1cccnc1)C(N)=C(C#N)C2c1cccs1 (stereo not drawn) | -9% | -1% | 1% | -5% | -21% | -4% | -15% | 17% | -7% | 4%
CCOc1cccc(C2C(C(=O)c3ccco3)=C(O)C(=O)N2Cc2ccncc2)c1 (stereo not drawn) | ? | -4% | 35% | 4% | -14% | 0% | 22% | ? | -1% | 1%
Cc1ccc(OCCCCN2CCCCC2)c(Br)c1 | 4% | -4% | -4% | 1% | -10% | -4% | -5% | -25% | -7% | 0%
CCOc1ccc(C(=O)NCC(=O)N2CCCC2)cc1 | -12% | 8% | 3% | 1% | 36% | -1% | 10% | -9% | 13% | -8%
CCN(CCCc1ccccc1)CCCc1ccccc1 | -9% | -5% | 11% | -20% | 11% | 0% | 0% | ? | -2% | 3%
CCN(C(=O)c1cc2c(=O)[nH]c3ccc(C)cc3c2s1)c1ccccc1F | 0% | 16% | 10% | -3% | -10% | -4% | 2% | -2% | 0% | 1%
O=C(NCCCN1CCCC1=O)C(=O)NCC1OCCN1S(=O)(=O)c1ccc(Cl)cc1 (stereo not drawn) | 4% | -1% | 2% | -1% | -5% | 1% | 10% | -1% | 4% | 3%
O=Cc1ccc(C(=O)OCC(=O)NC(=O)Nc2ccccc2F)cc1 | . | 3% | . | 1% | 3% | . | 6% | . | . | .
COC(=O)C1=C(C(=O)OC)[C@@H]2N(C)c3ccc(OC)cc3[C@@]23C[C@@H](C(=O)OC)N(C(=O)C2CCC2)C3=N1 | -15% | 0% | -4% | -18% | 6% | -1% | -7% | 5% | -4% | 2%
O=S(=O)(CCc1nc2ccccc2[nH]1)c1ccc(Cl)cc1 | 18% | 0% | 2% | 0% | -20% | 1% | 27% | -7% | -2% | -12%
CCc1cc(C(=O)N2CCN(C(=O)c3ccco3)CC2)sc1C | . | . | . | -7% | -11% | -7% | -7% | . | 4% | 0%
Cc1ccc(/C=C2\C(=O)ON=C2c2ccccc2)o1 | -4% | 1% | -9% | -4% | -5% | 1% | -2% | 2% | -12% | 1.1µM*

Bioassay records deposited in PubChem BioAssay by National Center for Advancing Translational Sciences (NCATS).
